JMJD2E inh = blocks human JMJD2E demethylase activity; B2RXH2; JMJD2E catalytic domain, FDH-coupled NADH fluorescence (FDH is formaldehyde dehydrogenase); Potency, µM (top dose mostly 57.1 µM), inactives show top-dose activity change, negative = inhibition, hits mostly inhibitors; actives 1.6% (n = 230,000); active means well fitted inhibition curve with a large enough effect, not every such curve was filed as active; inconclusive means small, poorly fitted or top-dose-only effect, or another doubt; inactive means no such curve, though single readings can be large or run the other way;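 further: 0% = wells with enzyme and -100% = buffer wells without enzyme; nearly all actives have a fitted effect of over 50% in size; many of its hits are not listed in these tables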
TR SRC2 fluor cs = alters Texas Red total fluorescence, flagging assay interference. TRb/SRC2 Texas Red total fluorescence interference. Potency, µM (series often up to 106 µM), for the others: at the highest dose fluorescence change, negative = quenching. actives 0.29% (n = 280,000). AID 1479; active means well fitted curve in either direction with a large enough effect; inconclusive means small, poorly fitted or top-dose-only effect
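Human TRβ ligand-binding domain (0.6 uM) and Texas Red SRC2 peptide (20 nM) in Tris buffer with 1 uM T3 and 5% DMSO were incubated with pinned compound for 5 hr at ambient temperature. Total fluorescence was computed as S + 2P (555/632 nm).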
TRb SRC2 PPI = TRbeta-SRC2 interaction inhibition; P10828; TRbeta-SRC2 peptide binding, fluorescence polarization; receptor liganded with 1 µM T3; Potency, µM (doses to about 106 µM), for the others: top-dose activity change, negative = inhibition, hits mostly inhibitors; actives 0.065% (n = 280,000);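 further: plate controls were bound peptide for no effect and peptide without receptor for full effect; nearly all actives have a fitted effect of over 50% in size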
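Assay buffer: 20 mM Tris-HCl, 100 mM NaCl, 10% glycerol, 1 mM EDTA, 0.01% NP-40, 1 mM DTT, 1 uM T3, 5% DMSO; TRb LBD 0.6 uM, Texas Red SRC2 20 nM; FP after 5 hr.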
Tau fibril ThT = inhibitors of human tau fibril formation, thioflavin T binding | actives 2.1% (n = 270,000) | Potency, µM (top dose mostly 57.4 µM), for the others: top-dose activity, negative = inhibition, hits mostly inhibitors | recombinant tau K18 P301L, heparin-induced fibrillization, ThT fluorescence | P10636; further: nearly all actives have a fitted effect of over 55% in size
Target sequence (P10636 561-689 P618L limits assumed): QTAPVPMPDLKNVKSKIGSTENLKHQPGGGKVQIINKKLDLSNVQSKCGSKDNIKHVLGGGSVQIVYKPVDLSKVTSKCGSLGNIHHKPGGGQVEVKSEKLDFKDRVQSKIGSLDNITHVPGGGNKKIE
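Fibril formation assay: tau K18 P301L at 15 uM with trace Alexa 594 label, heparin inducer 20 uM, pH 7 sodium acetate buffer, 37 C for 6 hr; endpoint ThT signal.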
L3MBTL1 inh = blocks human L3MBTL1 | AlphaScreen L3MBTL1–H3K9me1 peptide binding | Potency, µM (top dose mostly 57.1 µM), without a hit: at the top dose activity, negative = inhibition, hits mostly inhibitors | actives 0.66% (n = 230,000) | Q9Y468; further: nearly all actives have a fitted effect of over 60% in size
Target sequence (Q9Y468 whole entry, looked up): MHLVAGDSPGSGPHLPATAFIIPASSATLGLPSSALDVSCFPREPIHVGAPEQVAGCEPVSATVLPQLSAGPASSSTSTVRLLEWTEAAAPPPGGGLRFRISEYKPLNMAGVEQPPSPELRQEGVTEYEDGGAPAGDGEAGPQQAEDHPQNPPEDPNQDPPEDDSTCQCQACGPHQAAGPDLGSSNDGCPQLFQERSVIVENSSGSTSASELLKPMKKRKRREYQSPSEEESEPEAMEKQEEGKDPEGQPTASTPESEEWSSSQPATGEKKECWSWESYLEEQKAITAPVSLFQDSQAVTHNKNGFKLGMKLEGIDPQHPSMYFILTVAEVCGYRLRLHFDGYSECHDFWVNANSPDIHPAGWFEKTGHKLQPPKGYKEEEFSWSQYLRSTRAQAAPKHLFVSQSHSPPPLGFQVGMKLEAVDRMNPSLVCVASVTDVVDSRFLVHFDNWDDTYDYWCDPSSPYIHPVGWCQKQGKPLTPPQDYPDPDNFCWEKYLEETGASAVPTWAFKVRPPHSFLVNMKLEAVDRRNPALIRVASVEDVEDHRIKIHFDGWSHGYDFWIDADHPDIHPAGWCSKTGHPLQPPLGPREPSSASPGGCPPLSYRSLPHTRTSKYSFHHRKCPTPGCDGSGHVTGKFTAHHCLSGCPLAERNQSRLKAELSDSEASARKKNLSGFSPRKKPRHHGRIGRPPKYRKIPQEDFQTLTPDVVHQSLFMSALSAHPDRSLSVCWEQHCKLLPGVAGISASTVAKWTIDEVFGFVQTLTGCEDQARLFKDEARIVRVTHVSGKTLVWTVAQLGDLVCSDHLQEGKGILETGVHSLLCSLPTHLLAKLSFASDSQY
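Displacement of a biotinylated histone H3(1-15) peptide monomethylated at Lys9 (75 nM) from L3MBTL1 (50 nM) was measured by AlphaScreen after a 30 min room-temperature compound incubation; cefsulodin titration served as intraplate control.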
RECQ1 helicase = RECQ1 (human) helicase inhibition; P46063; RECQ1 DNA unwinding, red fluorescence kinetic read; Potency, µM (titrated, usually from 57.3 µM), inactives show at the top dose activity, negative = inhibition, hits mostly inhibitors; actives 0.54% (n = 240,000); AID 2549;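 further: plate controls were vehicle for no effect and no enzyme for full effect; nearly all actives have a fitted effect of over 30% in size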
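50 nM RECQ1T1 preincubated 15 min with compound in Tris pH 8.0 buffer with MgCl2, DTT, Tween-20 and 2.5 ug/ml poly(dI-dC); started with 200 nM TAMRA/BHQ-2 forked duplex and 2 mM ATP. Unwinding read as fluorescence (525/598 nm), two reads 2 h apart.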
Tau FP inhib = inhibitors of human tau fibril formation; P10636; K18 P301L tau heparin fibrillization, Alexa594 FP, 6 h; Potency, µM (highest dose often 57.7 µM), for the others: top-dose activity, negative = inhibition, actives largely listed as inhibitors; actives 0.39% (n = 280,000); AID 1468; further: nearly all actives have a fitted effect of over 55% in size
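Recombinant K18 P301L […], labeled with Alexa 594 at 0.24 uM over 15 uM unlabeled; heparin inducer 20 uM final; 37 C, 6 hr; FP endpoint.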
RGS12 GoLoco inh = inhibitors of human Gai1-RGS12 GoLoco interaction (red fluorophore); P63096; Gai1:RGS12 GoLoco peptide FP, rhodamine, 10 min; Potency, µM (doses to about 61.6 µM), for the others: at the top dose activity, negative = inhibition, usual class: inhibitors; actives 0.44% (n = 230,000); active means well fitted inhibition curve with a large enough effect, not every such curve was filed as active; inactive means no such curve, though single readings can be large or run the other way; further: nearly all actives have a fitted effect of over 30% in size; many of its hits are not listed in these tables
Active calls of the source: *; i = inactive; ? = inconclusive; . = no result given; & = joins results of further samples; [ ] = dose if it differs, or a comment. Unless noted, the call rests on the fitted dose curve; in most records, active means well fitted curve in the direction sought with a large enough effect; inconclusive means small, poorly fitted or top-dose-only effect, or another doubt; inactive means no such curve, though single readings can be large; an effect the other way counts as inactive or inconclusive. Unless noted, on the % scale 0 is the no-effect control and ±100 the full control effect; potency means the concentration at half of the fitted maximal effect. A portion of the library (hit frequency here may not be typical).

nr	SMILES	RECQ1 helicase	Tau fibril ThT	TRb SRC2 PPI	RGS12 GoLoco inh	JMJD2E inh	TR SRC2 fluor cs	L3MBTL1 inh	Tau FP inhib
1	Cc1ccc(C)c(N2CCN(C(=O)c3cc4c(=O)n(Cc5ccco5)ccc4nc3C)CC2)c1	.	-7%	8%	.	.	1%	.	0%
2	CCOc1cccc(-c2nc3cc(C)ccc3o2)c1	i	?	-3%	2%	?	-1%	17%	3%
3	O=C(NC1CCCC1)c1ccc2c(c1)N(Cc1ccc(F)cc1)C(=O)c1ccccc1S2	.	-7%	-4%	.	.	-5%	.	-14%
4	COc1ccc(NC(=O)CSc2nc(C)cc(C(F)(F)F)n2)cc1	0%	2%	7%	5%	-2%	4%	4%	9%
5	COc1ccc(C2CC(c3cccs3)=NN2C(=O)CSc2nnc(N)s2)cc1OC (centres undefined)	-15%	-12%	2%	1%	-22%	-2%	.	8%
6	COc1ccc(-c2nc(C#N)c(NCc3cccnc3)o2)cc1OC	-18%	-9%	-1%	10%	?	-6%	-6%	12%
7	C#CCOCCOCCOCCNc1nc(N2CCN(C(=O)[C@H](CCC(=O)O)n3cc(C(N)CC(C)C)nn3)CC2)nc(N2CCN(C(=O)[C@H](Cc3ccc(O)cc3)n3cc(C(N)CC(C)C)nn3)CC2)n1 (some centres undefined)	-8%	-6%	-5%	2%	0%	-1%	-2%	15%
8	Cc1ccc2c(c1)c1c3n2CCCN(Cc2ccccc2)C3CCC1 (centres undefined)	-7%	?	1%	12%	-8%	-1%	.	10%
9	Cc1c(NC(=O)C(C)Sc2nnc(-c3ccccc3)o2)c(=O)n(-c2ccccc2)n1C (centres undefined)	-8%	-3%	-20%	2%	4%	2%	-1%	2%
10	Cc1cc(SCC(=O)OCC(=O)N2CCN(C(=O)c3ccco3)CC2)c(C)cc1Br	-21%	?	-7%	-15%	-7%	2%	-12%	2%
11	COc1ccc(NC(=O)c2nc(SC)ncc2Cl)cc1	-5%	.	-2%	9%	-6%	0%	.	-7%
12	COc1ccc(C)cc1NC(=O)N(Cc1ccc(C)o1)C1CCN(C(C)=O)CC1	.	-12%	5%	.	.	5%	.	-4%
13	CN(C)C(CNC(=O)/C=C/c1cccc(Cl)c1)c1ccccc1 (centres undefined)	5%	-8%	-5%	2%	-5%	-4%	-31%	4%
14	Cc1noc(C)c1C(=O)N1CCCc2ccccc21	-7%	-12%	2%	-7%	-7%	-1%	1%	2%
15	Cc1ccsc1C(=O)N1CCC(N2CCC(C(=O)NCC3CCCO3)CC2)CC1 (centres undefined)	-15%	-10%	13%	62%[activator]	-3%	3%	2%	-3%
16	Cc1ccc(Cn2c(=O)c3cccnc3n(Cc3ccc(F)cc3)c2=O)cc1	.	10%	6%	.	.	-4%	.	-3%
17	Cc1ccc(CSCc2nc3ccccc3[nH]2)cc1	-1%	2%	-6%	2%	-2%	1%	.	5%
18	O=C(O)c1cccnc1SC1CC(=O)N(c2ccc(OC(F)F)cc2)C1=O (centres undefined)	-4%	.	-1%	-6%	-2%	-2%	.	.
19	CC(C)c1nnc(NC(=O)CN(C)S(=O)(=O)c2ccc3c(c2)OCCO3)s1	-7%	-2%	-9%	2%	0%	0%	8%	5%
20	COc1ccc(CNC(=O)c2ccc(CNS(=O)(=O)c3ccc(F)cc3)cc2)cc1	.	1%	-8%	.	.	-2%	.	-13%
21	C=CC(=O)OCCOCCOCCOCCOC(=O)C=C	-9%&-11%	.	-5%&-11%	1%&11%	.	-1%&-1%	-2%	.
22	CC(=O)c1ccc(NC(=O)NCc2ccc(F)cc2)cc1	i	2%	-4%	17%	-6%	-4%	-6%[11.4 µM]	-9%
23	CCCCc1c(O)nc(SCC(=O)NC(C)(C)C)n(-c2ccccc2C)c1=O	-3%	-1%	-23%[53 µM]	14%	2%	1%[53 µM]	38%[activator]	-11%
24	COc1cccc(C(=O)Nc2ccccc2OC(F)(F)F)c1	i	1%	7%[53 µM]	7%	-2%	0%[53 µM]	7%	-2%
25	CN(C)c1ccc(/C=C/C(=O)c2c(O)c3ccccc3oc2=O)cc1	?	.	20%	-121%	?	9%	.	?
26	CC1(C(=O)NC2CCCCCCC2)CCC(=O)N1Cc1cccs1 (centres undefined)	-12%	-10%	1%	0%	2%	-2%	.	4%
27	Cc1ccccc1NC(=O)CSc1nnc(COc2ccc(Cl)cc2)o1	.	?	-5%	.	.	-1%	.	1%
28	Cc1c(C(=O)N(C)C)sc2c1c(=O)n(-c1ccc(Cl)c(Cl)c1)c(=O)n2Cc1ccc(F)cc1	.	8%	-3%	.	.	-1%	.	-6%
29	CCOC1(OCC)N=C(N)C2(C#N)C(c3cccc(OC)c3OC)C12C#N (centres undefined)	-4%	-20%	7%	.	?	1%	6%	-10%
30	Cc1ccc(S(=O)(=O)C(CNC(=O)c2ccc(F)c(F)c2)c2ccco2)cc1 (centres undefined)	.	-4%	0%	.	.	0%	.	-10%
31	Cc1cccc(-n2ncc3c(NC(C)C)ncnc32)c1	i	-16%	0%	3%	?	-2%	-2%	6%
32	Cc1cc(C(=O)NCc2nc(-c3ccccc3)no2)ccc1[N+](=O)[O-]	-8%	-7%	-1%	7%	-1%	0%	2%	-5%
33	CCCNC(=S)NC1CC2CCCC(C1)N2CC(C)C (centres undefined)	17%	5%	0%	2%	3%	1%	-15%	3%
34	O=C(Cn1c(SCc2ccccc2F)nc2cccnc21)Nc1ccc(F)c(Cl)c1	.	-2%	7%	.	.	-21%	.	?
35	CCN(CC)S(=O)(=O)c1cccc(C(=O)NCC(=O)OCC(=O)NCc2ccccc2)c1	-13%	-2%	1%	13%	4%	0%	-1%	-2%
36	NC(=O)c1c(N)sc2c1CCCCC2	-5%	?	-5%	-22%	?	5%	-14%	?
37	Cc1ccc(SCCc2ccc(C)nc2)cc1	-8%	-16%	1%	.	3%	-6%	5%	9%
38	CCCn1c(=N)c(C(=O)NCc2cccnc2)cc2c(=O)n3cccc(C)c3nc21	.	1%	-5%	.	.	1%	.	-2%
39	CCOc1ccc(NC(=O)CCNc2c(N3CCCC3)c(=O)c2=O)cc1	4%	-13%	-7%	5%	2%	0%	3%[11.4 µM]	2%
40	O=C(Nn1c(-c2ccncc2)nc2ccccc2c1=O)c1ccc([N+](=O)[O-])cc1Cl	i	13%	9%	9%	3%	2%	7%	4%
41	O=C(CSc1nc2ncccc2o1)Nc1ccc(Cl)cc1F	.	-12%	2%	.	.	-14%	.	-1%
42	COc1ccccc1NC(=O)C1=C(C)Nc2ncnn2C1c1ccc(C)o1 (centres undefined)	3%	1%	10%	-14%	?	6%	12%	-3%
43	N#C/C(=C(/O)Cc1ccccc1)P(=O)(c1ccccc1)c1ccccc1	-10%	-5%	-7%	9%	0%	-8%	4%	2%
44	CN(C)c1cc[n+](CC(=O)Nc2ccc([N+](=O)[O-])cc2Cl)cc1	0%	-7%	-6%	-3%	-2%	2%	7%	-2%
45	O=C(N/N=C/c1ccncc1)c1cccc(N/N=C/c2ccncc2)c1	i	?	0%	9%	-1%	-2%	-9%	3%
46	CCOc1ccc2[nH]c(=O)c(CN(Cc3ccccc3)C(=O)N3CCCC3)cc2c1	-2%	-4%	-2%	-5%	?	-2%	7%	5%
47	CC(C)=CCN1CCN(Cc2c(C)nn(C)c2Cl)CC1CCO (centres undefined)	i	2%	-7%	8%	8%	1%	5%	8%
48	Cc1ccc(-n2c(C)nnc2SCC(=O)NNC(=O)c2ccco2)cc1	-17%	-4%	-1%	-1%	8%	0%	.	-8%
49	C=CCC1(O)C(=O)N2C(=C1C(=O)N1CCOCC1)c1ccccc1CC2(C)C (centres undefined)	6%	-15%	5%	2%	-13%	2%	.	-7%
50	O=C(O)c1ccc2c(c1)nnn2C1CCCCC1	-2%	-3%	8%	.	1%	1%	0%	0%
51	Cc1nc2c(C)cccc2cc1C(=O)N/N=C/c1ccc(C(=O)O)cc1	i	-7%	5%	15%	-35%	6%	2%	10%
52	O=C(CCC1CCCC1)N1CCN(C(=O)c2ccco2)CC1	-7%	-5%	-13%	-10%	1%	1%	-3%	-3%
53	Cc1ccc(OCCSc2nc3ccccc3n2CC(=O)N2CCCCC2)cc1C	.	?	7%	.	.	-1%	.	4%
54	CCOC(=O)N/N=C/c1cn(Cc2ccc(Cl)cc2)c2ccccc12	-16%	-8%	-5%	3%	15%	2%	6%	3%
55	CCN(CC(=O)Nc1ccc2c(c1)OCCO2)CC(=O)Nc1cc(C)on1	0%	1%	8%	5%	-1%	-2%	0%	1%
56	Cc1cc(C)cc(NC(=S)NCCCN2CCOCC2)c1	-10%	-2%	2%	14%	4%	1%	2%	-5%
57	COc1ccc2cc(-c3csc(-c4cccnc4)n3)ccc2c1	i	?	-2%	12%	?	-2%	.	2%
58	Cc1c(C)n(C(=O)CSc2nncn2C)c2ccccc12	-1%	-11%	-8%	9%	6%	-2%	.	-1%
59	O=C(NCCOc1ccccc1)c1ccc2c(c1)OCO2	-16%	-3%	1%	-1%	-7%	-10%	.	-2%
60	CCNC(=O)C(=O)c1c(-c2ccccc2)[nH]c2ccccc12	0%	-1%	4%	5%	10%	-1%	15%	10%

Whole records, quoted from the list. Order of screens: RECQ1 helicase, Tau fibril ThT, TRb SRC2 PPI, RGS12 GoLoco inh, JMJD2E inh, TR SRC2 fluor cs, L3MBTL1 inh, Tau FP inhib
COc1ccc2cc(-c3csc(-c4cccnc4)n3)ccc2c1 is listed as i, ?, -2%, 12%, ?, -2%, ., 2%
Cc1cc(C(=O)NCc2nc(-c3ccccc3)no2)ccc1[N+](=O)[O-] is listed as -8%, -7%, -1%, 7%, -1%, 0%, 2%, -5%

Next section.
nr	SMILES	RECQ1 helicase	Tau fibril ThT	TRb SRC2 PPI	RGS12 GoLoco inh	JMJD2E inh	TR SRC2 fluor cs	L3MBTL1 inh	Tau FP inhib
61	CN(C)CCn1nnc2c(=O)oc3ccccc3c21	i	6%	-4%	4%	7%	-3%	-5%	-4%
62	COc1ccc(-c2nnco2)cc1OC	-7%	9%	12%	-4%	-2%	-1%	1%	-1%
63	Cc1[nH]c2ccccc2c1/C=N/NC(=O)c1cc(-c2cccs2)[nH]n1	-1%	5.6µM*	20%	14%	?	?	-14%	?
64	CC(=O)N=c1sc2c3ccccc3ccc2n1C	-1%	-14%	-1%	.	11%	1%	6%	-7%
